# Screening results as filed in PubChem BioAssay.
# Autophagy mod: autophagy modulators in MEF cells, primary screen, imaging, high-content, MEF GFP-LC3; MEF GFP-LC3 puncta imaging; test concentration mostly 10 µM; 0.98% of 190,000 active; calls only at 10 µM (by protocol); AID 463193, 2010;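 active means percentage of spot-positive cells more than 3 SD above its plate mean, without a fluorescence outlier flag or 80% toxicity; inconclusive means no clear call, values can overlap the other calls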;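 further: spot-positive cell cutoff set from DMSO-treated cells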
# GPR35 arrestin U2OS: GPR35 antagonists blocking zaprinast-driven arrestin recruitment, primary screen, imaging, U2OS, beta-arrestin-GFP, zaprinast agonist (AID 2058); inhibition, % at 10 µM, or IC50 in µM where a hit was titrated; 0.052% of 290,000 active; U2OS GPR35 beta-arrestin-GFP translocation imaging, zaprinast antagonism; higher % means a stronger effect; G-protein coupled receptor 35 (Homo sapiens);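 active means inhibition of at least 50% with at least 30 cells and total cytoplasm GFP at most 10,000,000; inconclusive means under 30 cells or total GFP of 10,000,000 plus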
# K1F lysis inhibition: inhibition of K1F phage lysis, E. coli UTI89, bacterial capsule biogenesis inhibitors, alamar blue (AID 488966). E. coli UTI89 K1F phage lysis, alamar blue, 2 h; higher % means a stronger effect. inhibition, % at 100 µM, or IC50 in µM where a hit was titrated. 0.02% of 340,000 active;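 active means phage lysis inhibition, versus mean bacterial control, above a set limit; inconclusive means no clear call, values can overlap the other calls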;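 further: capsule biogenesis inhibitors block K1F phage lysis so surviving cells raise fluorescence; higher fluorescence means more inhibition of phage lysis; actives were called in the ten point dose series up to 300 µM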
# WT yeast gro inh: growth inhibition of WT strain, primary screen, mitochondrial fusion inhibitor project, WT and mutant strains, chemical genetic. 2.1% of 190,000 active. inhibition, % at 10 µM. mitochondrial fusion phenotypic screen. AID 1362, 2008; in the data active means inhibition above about 58%; tested in S. cerevisiae
# AID2073: inhibitors of Mint1-CaV2.2 protein interaction, biochemical, HTRF (AID 2073); Voltage-dependent N-type calcium channel subunit alpha-1B (Homo sapiens); HTRF protein-protein interaction, Mint1-CaV2.2; higher % means a stronger effect; inhibition, % at 20 µM; hits with a dose series show IC50 in µM; 0.19% of 290,000 active; in the data active means inhibition mostly above about 51%, no sharp cut-off; inconclusive means no clear call, values can overlap the other calls; inactive means mostly below about 53%; further: some results filed as inactive read as strong as hits
# RSV antiviral HEp-2: RSV antiviral activity via CPE protection, HEp-2 cells, primary 10 µM value included (AID 2391); HEp-2 cells, RSV-induced CPE inhibition; higher % means a stronger effect; 0.13% of 310,000 active; one-dose CPE inhibition, % at 10 µM; IC50 in µM for titrated hits; in the data active means a potency from the dose series; inconclusive means CPE inhibition mostly from about 23% at the one dose, without a potency; inactive means the rest, 99 in 100 with CPE inhibition below about 21%; further: strong numbers were not always called active
# Dengue-2 NS5 capping: Dengue-2 NS5 methyltransferase inhibitors, primary screen, biochemical, confirmation dose response (AID 588689); one-dose inhibition, % at 25 µM; IC50 in µM for titrated hits; Dengue-2 NS5 methyltransferase capping enzyme assay, biochemical; higher % means a stronger effect; 0.3% of 340,000 active; in the data active means a potency from the dose series; inconclusive means inhibition above about 29% without an active follow-up result
# LYP inhibition: inhibitors of LYP phosphatase, biochemical, fluorescence intensity, uHTS (AID 1779); Tyrosine-protein phosphatase non-receptor type 22 (Homo sapiens); recombinant LYP phosphatase, fluorescence intensity; higher % means a stronger effect; inhibition, % at 11.5 µM, or IC50 in µM where a hit was titrated; 0.054% of 290,000 active; in the data active means inhibition above about 50%;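 further: plate controls were vehicle with enzyme for no effect and no enzyme for full effect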
# NTR1 ag: agonists of NTR1, primary screen, imaging, U2OS cells, beta-arrestin-GFP, high content (AID 493036). Neurotensin receptor type 1 (Homo sapiens), P30989. NTR1-U2OS beta-arrestin-GFP spot imaging, agonist mode. activation, % at 20 µM. 0.17% of 330,000 active;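 active means activation at or above 40% of the spot to cytoplasm intensity ratio, with at least 20 cells analyzed; inconclusive means wells under 20 cells, flagged as cytotoxic or low count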;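 further: 0% = DMSO without peptide and 100% = 100 nM NTR1 peptide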
# Target sequence (P30989 whole entry, looked up): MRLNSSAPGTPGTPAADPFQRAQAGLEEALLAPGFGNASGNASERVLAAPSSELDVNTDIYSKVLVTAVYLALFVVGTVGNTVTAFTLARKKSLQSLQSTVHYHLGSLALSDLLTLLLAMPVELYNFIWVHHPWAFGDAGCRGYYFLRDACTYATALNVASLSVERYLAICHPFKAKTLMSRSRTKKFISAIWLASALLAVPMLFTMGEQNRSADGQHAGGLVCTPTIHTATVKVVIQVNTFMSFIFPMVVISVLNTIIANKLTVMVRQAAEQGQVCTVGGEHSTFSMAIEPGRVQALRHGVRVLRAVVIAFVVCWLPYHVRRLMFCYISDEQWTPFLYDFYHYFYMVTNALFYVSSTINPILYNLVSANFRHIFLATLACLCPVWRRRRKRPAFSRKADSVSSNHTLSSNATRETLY
# WT yeast gro inh mutant strain: also measured in WT yeast gro inh; calls as there; inhibition, %; mitochondrial fusion phenotypic screen, mutant strain inhibition
# Autophagy mod cell loss 18 h: also measured in Autophagy mod; calls as there; toxicity, %; measured here: cell loss, nuclei count;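 cell loss after 18 h compound exposure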
# NTR1 ag cell count 20 µM: further read-out of NTR1 ag, marked with its call; cell count; measured here: cell count, cytotoxicity flag
# * hit, by the source's call; i = inactive; ? = inconclusive; · = no result given; & = joins results of further samples. Only part of the results is shown; rates above refer to the full screens.
1. CC(C)(CO)[C@@H](O)C(=O)NCCC(=O)O
2. NC(=O)NC(CCC(=O)O)C(=O)O (stereo unspecified)
3. CC(=O)[C@H]1CC[C@H]2[C@@H]3C[C@H](C)C4=CC(=O)CC[C@]4(C)[C@H]3[C@@H](O)C[C@]12C
4. CCCCCCCCO
5. COc1c(O)cc2c(c1O)C1OC(CO)C(O)C(O)C1OC2=O (stereo unspecified)
Compound | 1 | 2 | 3 | 4 | 5
Autophagy mod | · | · | i | · | ·
LYP inhibition | · | · | -6% | · | ·
AID2073 | · | · | 4% | · | ·
RSV antiviral HEp-2 | 1.4% | 0.9% | 6.9% | 0.8% | 4.5%
WT yeast gro inh mutant strain | · | · | -8 | · | ·
Autophagy mod cell loss 18 h | · | · | 9 | · | ·
WT yeast gro inh | · | · | 11 | · | ·
NTR1 ag | 6.5 | 0.0 | 3.4 | -1.0 | 2.2
K1F lysis inhibition | 0.3% | 5.1% | 4.8% | -1.0% | 0.8%
Dengue-2 NS5 capping | 11% | -3% | -4% | -8% | -6%
NTR1 ag cell count 20 µM | 49 | 99 | 71 | 52 | 62
GPR35 arrestin U2OS | · | · | -5% | · | ·

6. CC(C)=CC(=O)O[C@@H]1Cc2cc3ccc(=O)oc3cc2OC1(C)C
7. Cc1nc2c3ccccc3nc(NNC(=O)CCC(=O)N3CCN(c4ccccc4)CC3)n2n1
8. CC(=O)O[C@]1(C(C)=O)CC[C@H]2[C@@H]3C=C(Cl)C4=CC(=O)[C@@H]5C[C@@H]5[C@]4(C)[C@H]3CC[C@@]21C
9. CCCOc1ccccc1-c1nc2n[nH]nc2c(=O)[nH]1
10. CC(C)Cc1ccc([C@H](C)C(=O)O)cc1
Compound | 6 | 7 | 8 | 9 | 10
Autophagy mod | · | · | · | · | ·
LYP inhibition | · | -12% | · | · | ·
AID2073 | · | -4% | · | · | ·
RSV antiviral HEp-2 | 10% | 0.6% | 13%&18% | 2.8% | 1.0%
WT yeast gro inh mutant strain | · | · | · | · | ·
Autophagy mod cell loss 18 h | · | · | · | · | ·
WT yeast gro inh | · | · | · | · | ·
NTR1 ag | 0.5 | -1.0 | 1.6&0.6 | 1.5 | 3.7
K1F lysis inhibition | -0.2% | 0.4% | 2.0%&-2.0% | 1.9% | -0.1%
Dengue-2 NS5 capping | 6% | 3% | -8%&-2% | 1% | -5%
NTR1 ag cell count 20 µM | 47 | 54 | 66&67 | 66 | 53
GPR35 arrestin U2OS | · | -11% | · | · | ·

# Looked up above:
# no. 5 @ Dengue-2 NS5 capping: -6%
# no. 4 @ Dengue-2 NS5 capping: -8%

# Some of the entries above, set out differently:
[7] Cc1nc2c3ccccc3nc(NNC(=O)CCC(=O)N3CCN(c4ccccc4)CC3)n2n1
  Autophagy mod: ·
  LYP inhibition: -12%
  AID2073: -4%
  RSV antiviral HEp-2: 0.6%
  WT yeast gro inh mutant strain: ·
  Autophagy mod cell loss 18 h: ·
  WT yeast gro inh: ·
  NTR1 ag: -1.0
  K1F lysis inhibition: 0.4%
  Dengue-2 NS5 capping: 3%
  NTR1 ag cell count 20 µM: 54
  GPR35 arrestin U2OS: -11%
[8] CC(=O)O[C@]1(C(C)=O)CC[C@H]2[C@@H]3C=C(Cl)C4=CC(=O)[C@@H]5C[C@@H]5[C@]4(C)[C@H]3CC[C@@]21C
  Autophagy mod: ·
  LYP inhibition: ·
  AID2073: ·
  RSV antiviral HEp-2: 13%&18%
  WT yeast gro inh mutant strain: ·
  Autophagy mod cell loss 18 h: ·
  WT yeast gro inh: ·
  NTR1 ag: 1.6&0.6
  K1F lysis inhibition: 2.0%&-2.0%
  Dengue-2 NS5 capping: -8%&-2%
  NTR1 ag cell count 20 µM: 66&67
  GPR35 arrestin U2OS: ·
[9] CCCOc1ccccc1-c1nc2n[nH]nc2c(=O)[nH]1
  Autophagy mod: ·
  LYP inhibition: ·
  AID2073: ·
  RSV antiviral HEp-2: 2.8%
  WT yeast gro inh mutant strain: ·
  Autophagy mod cell loss 18 h: ·
  WT yeast gro inh: ·
  NTR1 ag: 1.5
  K1F lysis inhibition: 1.9%
  Dengue-2 NS5 capping: 1%
  NTR1 ag cell count 20 µM: 66
  GPR35 arrestin U2OS: ·

# Following part
11. O=C1NCC2(CCN(CCc3ccccc3)CC2)O1
12. CC1(C)OC2CC3C4CC(F)C5=CC(=O)C=CC5(C)C4(F)C(O)CC3(C)C2(C(=O)CO)O1 (stereo unspecified)
13. CCOC(=O)C1(CCOc2ccccc2)CCN(Cc2ccc(O)c(Cl)c2)CC1
14. CN(C)CCCN1c2ccccc2Sc2ccccc21
15. Cc1cc(C)nc(/N=C(\N)Nc2ccc(S(N)(=O)=O)cc2)n1
16. Cc1nnc(NS(=O)(=O)c2ccc(N)cc2)s1
17. Cc1onc(-c2ccccc2Cl)c1C(=O)N[C@@H]1C(=O)N2[C@@H]1SC(C)(C)[C@@H]2C(=O)O
18. C[C@]12CC[C@H]3[C@@H](CCC4=CC(=O)CC[C@@]43C)[C@@H]1CC[C@@H]2C(=O)CO
Compound | 11 | 12 | 13 | 14 | 15 | 16 | 17 | 18
Autophagy mod | · | · | · | i | i | i | · | i
LYP inhibition | -1% | -4% | -6% | 2% | -6% | 0% | · | -2%
AID2073 | 9% | 11% | 6% | 2% | 6% | 1% | · | -9%
RSV antiviral HEp-2 | -0.9% | -0.6% | 3.4% | -1.9% | 1.9% | -1.3% | -0.5%&-1.2% | 22%
WT yeast gro inh mutant strain | · | · | · | 7 | 1 | -14 | · | 11
Autophagy mod cell loss 18 h | · | · | · | 3 | 1 | 11 | · | 1
WT yeast gro inh | · | · | · | 13 | 5 | -6 | · | -2
NTR1 ag | 0.3 | -1.2 | 2.2 | -0.4 | -0.6 | 1.8 | -0.8&3.1 | 1.3
K1F lysis inhibition | 2.3% | -0.1% | 0.4% | ? | 0.0% | 1.7% | 1.8%&5.6% | 0.4%
Dengue-2 NS5 capping | -2% | -1% | -11% | -9% | · | 1% | -5%&0% | -7%
NTR1 ag cell count 20 µM | 62 | 45 | 68 | 71 | 31 | 50 | 64&47 | 53
GPR35 arrestin U2OS | -2% | 5% | 7% | 0% | -9% | -4% | · | -15%

# 2 compounds picked at random from those above, as already listed:
12. CC1(C)OC2CC3C4CC(F)C5=CC(=O)C=CC5(C)C4(F)C(O)CC3(C)C2(C(=O)CO)O1 (stereo unspecified)
13. CCOC(=O)C1(CCOc2ccccc2)CCN(Cc2ccc(O)c(Cl)c2)CC1
Compound | 12 | 13
Autophagy mod | · | ·
LYP inhibition | -4% | -6%
AID2073 | 11% | 6%
RSV antiviral HEp-2 | -0.6% | 3.4%
WT yeast gro inh mutant strain | · | ·
Autophagy mod cell loss 18 h | · | ·
WT yeast gro inh | · | ·
NTR1 ag | -1.2 | 2.2
K1F lysis inhibition | -0.1% | 0.4%
Dengue-2 NS5 capping | -1% | -11%
NTR1 ag cell count 20 µM | 45 | 68
GPR35 arrestin U2OS | 5% | 7%
